MT stabilizer: microtubule stabilizers in HeLa cells; % tubulin-high responders, % at 10 µM; HeLa tubulin immunostaining HCS, 24 h; share of cells brighter than vehicle mean+2SD; actives 0.83% (n = 200,000);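 active = plate Z-score above 3 for both tubulin-high and condensed-nucleus cell shares, with cell loss under 80%, at 10 µM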;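 note: anti alpha tubulin signal scored within the nucleus-defined area of each cell; some results filed as inactive read as strong as hits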
Autophagy HCS: autophagy modulation, high-content screen; actives 0.98% (n = 190,000); calls only at 10 µM (by protocol); MEF GFP-LC3 puncta imaging; test concentration mostly 10 µM; AID 463193;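 active = percentage of spot-positive cells more than 3 SD above its plate mean, without a fluorescence outlier flag or 80% toxicity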;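 note: spot-positive cell cutoff set from DMSO-treated cells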
HIV fusion peptide: cell-free HIV fusion peptide-binding blockers – biochemical, uHTS, fluorescence dequenching, primary screen (AID 1986). cell-free peptide binding, fluorescence dequenching, 30 min; higher % means a stronger effect. inhibition, % at 20 µM; hits with a dose series show IC50 in µM. actives 0.3% (n = 290,000); in the data active = inhibition mostly above about 52%, no sharp cut-off; inactive = mostly below about 76%; note: some results filed as inactive read as strong as hits
b-catenin transl: beta-catenin nuclear translocation modulation; nuclear translocation activity, % at 5 µM; actives 0.3% (n = 190,000); HeLa beta-catenin nuclear translocation, immunofluorescence imaging; AID 1665;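 active = nuclear translocation activity above 50% at 5 µM, with a well cell count of 50 or more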;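 note: per-cell ratio of nuclear to cytoplasmic median beta-catenin stain intensity; plate controls were DMSO negative control for no effect and GSK-3 inhibitor IX positive control for full effect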
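System: HeLa cells, endogenous beta-catenin; compound dosing: 5 µM primary single dose, 0.1% DMSO, 0.02–20 µM confirmation series; incubation: 24 h compound exposure at 37°C, 5% CO2; signal: beta-catenin immunofluorescence imaging with DAPI; evaluation: % activation, nuclear-to-cytoplasmic median beta-catenin signal ratio per cell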
AID2073: inhibitors of Mint1-CaV2.2 protein interaction, biochemical, HTRF (AID 2073); HTRF protein-protein interaction, Mint1-CaV2.2; higher % means a stronger effect; one-dose inhibition, % at 20 µM; IC50 in µM for titrated hits; actives 0.19% (n = 290,000); in the data active = inhibition mostly above about 51%, no sharp cut-off; note: some results filed as inactive read as strong as hits
Ins promoter up: MIN6 insulin promoter up-regulation. actives 0.3% (n = 190,000). MIN6 insulin promoter-GFP reporter, high-content imaging; hits give high values. AID 1625. z-score at 5 µM;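 active = z-score above 3 at 5 µM with at least 500 cells counted in the well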
WT yeast gro inh: growth inhibition of WT yeast, mitochondrial fusion screen. actives 2.1% (n = 190,000). AID 1362. mitochondrial fusion phenotypic screen, WT strain. inhibition, % at 10 µM; in the data active = inhibition above about 58%; tested in S. cerevisiae
Dynein cargo inh: dynein cargo transport inhibition; z-score, hits read low; actives 0.47% (n = 220,000); 3617.4 mouse cells, GR-EGFP nuclear translocation imaging; test concentration mostly 20 µM; stimulated with dexamethasone, 1 µM; hits give low values;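 active = plate z-score of nuclear minus cytoplasmic receptor signal below a set negative limit, without overly bright fluorescence or cell loss, cut at about -3.5 in these data, passing the limit was not always enough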;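 note: z-score of nuclear minus cytoplasmic ring GR-EGFP intensity difference per well; some compounds called inactive have numbers as strong as hits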
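Buffer or medium – tet-free medium with charcoal-stripped serum · Signal – automated 10x imaging of fixed Hoechst-stained cells · Also added – dexamethasone agonist, 1.0 µM final, for 30 min · Incubation – induction 48 h, compound 1 h, agonist 30 min · Read-out – GR-EGFP nuclear translocation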
Yfh1-depleted yeast: mitochondrial function rescue without frataxin homolog – Friedreich's ataxia, plus single-dose screen, dose response (AID 1465); S. cerevisiae Yfh1-off respiration, WST-1 reduction, 72 h; higher fold induction means a stronger effect; one-dose fold induction at 50 µM; EC50 in µM for titrated hits; actives 0.074% (n = 220,000);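 active = fold induction of absorbance versus untreated yeast above a set limit, then at least 30% activation at any dose in follow-up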;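 note: activators that raise dye reduction in frataxin-depleted yeast; strong numbers were not always called active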
WT yeast gro inh mutant strain: further read-out of WT yeast gro inh, marked with its call; inhibition, %; mitochondrial fusion phenotypic screen, mutant strain inhibition
Dynein cargo inh cytoplasmic EGFP: also measured in Dynein cargo inh; calls as there; z-score; measured here: cytoplasmic GR-EGFP intensity; hits give high values
Dynein cargo inh nuclear GR-EGFP: also measured in Dynein cargo inh; calls as there; z-score; measured here: nuclear GR-EGFP intensity;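 lower value marks the stronger effect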
Dynein cargo inh cell count: second read-out of Dynein cargo inh, no call of its own (marks repeat the call); z-score; measured here: cell count per field
Ins promoter up cell count: recorded beside Ins promoter up, whose call it bears; cell count; measured here: cytotoxicity, nuclei count;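 total cells summed across four imaged fields per well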
b-catenin transl cell count 5 µM: recorded beside b-catenin transl, whose call it bears; cell count; measured here: cell count, cytotoxicity flag
MT stabilizer Hoechst-high %: further read-out of MT stabilizer, marked with its call; % Hoechst-high responders; measured here: nuclear condensation Hoechst responders;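 share of cells brighter than vehicle mean plus two SD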
MT stabilizer cytotoxicity %: recorded beside MT stabilizer, whose call it bears; toxicity, %; measured here: cytotoxicity by cell density;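 0% = mean cell density of plate MIN control wells and 100% = no cells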
Autophagy HCS cell loss 18 h: second read-out of Autophagy HCS, no call of its own (marks repeat the call); toxicity, %; measured here: cell loss, nuclei count;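 cell loss after 18 h compound exposure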
* = called active by the depositor; i = inactive; . = no result given; + = active, no number. The order is random; any-hit rate near 4.2%.

The line under a structure holds: MT stabilizer, MT stabilizer Hoechst-high %, MT stabilizer cytotoxicity %, Autophagy HCS, Autophagy HCS cell loss 18 h, HIV fusion peptide, b-catenin transl, b-catenin transl cell count 5 µM, AID2073, Ins promoter up, Ins promoter up cell count, WT yeast gro inh, WT yeast gro inh mutant strain, Dynein cargo inh, Dynein cargo inh cytoplasmic EGFP, Dynein cargo inh nuclear GR-EGFP, Dynein cargo inh cell count, Yfh1-depleted yeast
- O=C(Cc1ncc(C(F)(F)F)cc1Cl)NCCc1ccccc1
  4.5, 3.1, 9.6, i, -7, -1.9%, 1.0, 1027, -3%, 1.2, 1150, -21, 6, -0.2, -0.36, -0.65, -0.81, i
- O=C(NCc1ccc(Cl)cc1)c1cc2c(nc3sccn32)s1
  5.7, 5.3, 7.3, i, 15, -0.7%, -0.3, 1195, 26%, 0.07, 950, 34, 28, -1.5, 0.56, -0.35, 0.56, i
- O=C(c1ccccc1Nc1ccc(SC(F)F)cc1)N1CCCCC1
  1.7, 1.8, 3.0, i, 1, 0.3%, 0.0, 1349, 26%, -0.36, 1510, 19, -1, 2.9, -0.14, 0.96, -1.8, i
- C#CCOc1ccc(/C=N/O)cc1Cl
  12, 1.2, 13, i, 7, 0.4%, ., ., 2%, -0.56, 1147, 13, 7, 0.1, -0.2, 0.14, 0.14, i
- CNc1c([N+](=O)[O-])cnn1-c1ccccn1
  3.3, 1.8, 5.6, i, 1, 0.5%, 0.6, 1460, -2%, 0.93, 1440, -3, 5, -0.55, -0.26, -0.16, 0.6, i
- Cc1ccc(OCC(=O)N/N=C/c2cn[nH]c2-c2ccc(Cl)c(Cl)c2)cc1
  1.7, 0.9, 4.8, i, 10, 0.3%, -0.5, 1392, -7%, -0.23, 1469, -3, 1, -0.63, -0.18, 0.16, -0.22, i
- CN(C)S(=O)(=O)c1ccc(-c2csc(-c3cccnc3)n2)cc1
  4.4, 2.4, 3.6, i, -40, 0.5%, 0.9, 1010, 12%, 0.61, 1423, 14, -2, 0.91, -0.15, 0.85, -1.4, i
- CCCC/C(O)=C1\C(=O)CC(C)(C)CC1=Nc1ccc(N)cc1
  2.3, 2.5, 1.5, i, -17, -1.6%, 0.4, 1075, -7%, -0.57, 1327, -8, -9, -0.37, -0.19, -0.16, 0.65, i
- COc1ccc(CNC(=O)CSc2nnc(C)n2-c2ccc(F)cc2)cc1
  2.0, 1.9, 2.8, i, -40, -1.1%, 2.0, 524, -8%, 0.67, 1212, 4, -18, 0.6, 0.41, 1.7, -1.3, i
- CC(=O)Cc1nsc(NC(=O)c2ccccc2Cl)n1
  3.9, 2.4, 6.6, i, 17, 1.7%, -1.6, 1146, 0%, 0.92, 1356, -19, -19, 0.78, -0.23, 0.4, 0.58, i
- CCOC(=O)C1=NOC(CN(c2ccccc2)S(=O)(=O)c2ccc(Cl)cc2)C1 (stereo not drawn)
  2.8, 2.4, 3.7, i, 0, -1.5%, 0.0, 1145, -7%, 0.31, 1266, -1, 7, 0.16, -0.23, 0.11, -0.27, .
- Nc1nc(-c2sc3nc4c(cc3c2N)CCCC4)nc(N2CCOCC2)n1
  3.1, 4.3, 2.8, i, 17, -0.9%, -0.4, 1117, 25%, ., ., 8, -7, 2, 0.12, 1.1, -1.4, i
- Cc1ccc(O)c(N=Cc2cc(Cc3ccccc3)cc([N+](=O)[O-])c2O)c1
  1.7, 1.8, 2.1, i, -2, 58%, -0.2, 1627, 58%, 1, 1468, 3, -8, -0.15, -0.24, -0.075, -1, i
- COc1ccccc1-n1c(SCC(=O)Nc2ccc(F)cc2)nc2c(c1=O)SCC2
  3.8, 1.4, 3.7, i, 5, 1.9%, 0.7, 1072, 13%, 0.38, 1489, -7, 2, 1.8, -0.18, 1.1, -0.036, i
- CCCC(=O)NC(C)C(c1cccs1)N1CCN(c2ccccc2)CC1 (stereo not drawn)
  3.9, 2.5, 3.5, +, 29*, 0.2%, 0.0, 1236, 4%, 0.1, 1215, 4, -8, -0.39, -0.044, 0.14, 0.51, i

Quoted at random: 2 records from the list
The line under a structure holds: MT stabilizer, MT stabilizer Hoechst-high %, MT stabilizer cytotoxicity %, Autophagy HCS, Autophagy HCS cell loss 18 h, HIV fusion peptide, b-catenin transl, b-catenin transl cell count 5 µM, AID2073, Ins promoter up, Ins promoter up cell count, WT yeast gro inh, WT yeast gro inh mutant strain, Dynein cargo inh, Dynein cargo inh cytoplasmic EGFP, Dynein cargo inh nuclear GR-EGFP, Dynein cargo inh cell count, Yfh1-depleted yeast
- COc1ccccc1-n1c(SCC(=O)Nc2ccc(F)cc2)nc2c(c1=O)SCC2
  3.8, 1.4, 3.7, i, 5, 1.9%, 0.7, 1072, 13%, 0.38, 1489, -7, 2, 1.8, -0.18, 1.1, -0.036, i
- O=C(Cc1ncc(C(F)(F)F)cc1Cl)NCCc1ccccc1
  4.5, 3.1, 9.6, i, -7, -1.9%, 1.0, 1027, -3%, 1.2, 1150, -21, 6, -0.2, -0.36, -0.65, -0.81, i

Individual results from the entries so far.
O=C(c1ccccc1Nc1ccc(SC(F)F)cc1)N1CCCCC1 in WT yeast gro inh is entered as 19
COc1ccc(CNC(=O)CSc2nnc(C)n2-c2ccc(F)cc2)cc1 in Dynein cargo inh is entered as 0.6
CCCC/C(O)=C1\C(=O)CC(C)(C)CC1=Nc1ccc(N)cc1 in Dynein cargo inh cytoplasmic EGFP is entered as -0.19

Other results follow.
The line under a structure holds: MT stabilizer, MT stabilizer Hoechst-high %, MT stabilizer cytotoxicity %, Autophagy HCS, Autophagy HCS cell loss 18 h, HIV fusion peptide, b-catenin transl, b-catenin transl cell count 5 µM, AID2073, Ins promoter up, Ins promoter up cell count, WT yeast gro inh, WT yeast gro inh mutant strain, Dynein cargo inh, Dynein cargo inh cytoplasmic EGFP, Dynein cargo inh nuclear GR-EGFP, Dynein cargo inh cell count, Yfh1-depleted yeast
- Cc1cc(C)c(S(=O)(=O)N2CCN=C2c2ccccc2)c(C)c1
  0.9, 4.9, 9.6, i, 9, -2.4%, -1.0, 891, -13%, -0.06, 1270, 2, -3, 0.84, -0.29, 0.52, -0.64, i
- CC(=O)N1CCN(c2ccc(NC(=O)c3ccc4c(c3)OCO4)cc2)CC1
  2.2, 1.8, 7.1, i, -8, -0.6%, -0.7, 881, 1%, ., ., -5, -12, 0.15, -0.23, 0.24, 0.29, i
- CCn1c2ccccc2c2nnc(SCC(=O)Nc3cc(C)on3)nc21
  3.3, 2.0, 8.5, i, -3, -2.6%, 1.6, 747, 5%, 4*, 1362*, -2, -8, 0.89, -0.46, 0.2, 0.43, i
- Oc1ccccc1CNCCCNCc1ccccc1O
  4.1, 1.4, 5.7, i, -2, 1.2%, 3.0, 1168, -7%, 0.49, 1441, 0, 12, -0.95, 1.1, -0.012, 1.1, i
- O=C(Cn1cnc2c(cnn2-c2ccc(Cl)cc2)c1=O)NCCc1ccccc1
  2.4, 1.5, 4.6, i, -1, 0.5%, -1.9, 980, 20%, 0.17, 1306, 22, 16, -0.63, -0.14, -0.059, -0.26, i
- Cc1ccc(C)c(S(=O)(=O)C(C#N)c2nc3ccccc3nc2N2CC(C)OC(C)C2)c1 (stereo not drawn)
  2.1, 2.1, 20, i, 2, 18%, -1.9, 1071, -7%, 0.12, 1166, 29, 19, -0.97, -0.25, -0.64, 0.041, i
- CC1(C)NC(=O)N(CC(O)COc2ccccc2C(=O)Nc2ccccc2)C1=O (stereo not drawn)
  2.4, 2.1, 2.4, i, 8, -1.9%, -9.2, 1266, 2%, -0.45, 1328, 3, 7, 0.44, -0.22, 0.58, 0.034, i
- N#CC(Cc1ccccc1OC(F)F)c1nc2ccccc2[nH]1 (stereo not drawn)
  3.2, 3.2, 6.0, i, -7, 0.0%, 1.2, 891, 1%, -0.34, 1065, -15, -16, -0.11, -0.3, -0.2, 0.14, i
- O=c1c2ccccc2cnn1-c1ccc(Br)cc1
  1.3, 1.3, 8.6, i, 7, -3.9%, 2.4, 1418, -2%, 0.93, 1477, -10, 0, -1.2, -0.37, -0.33, 0.76, i
- CCOC(=O)C(NC(=O)Cc1ccccc1)(Nc1cc(C)on1)C(F)(F)F (stereo not drawn)
  4.3, 2.6, 6.4, i, -2, -1.2%, ., ., 27%, ., ., -20, -4, 2.1, -0.11, 0.93, -0.88, i
- CCOC(=O)CNC(=O)CSc1ncnc2c1nnn2-c1ccc(F)cc1
  2.5, 1.6, 4.6, i, 3, -0.1%, -3.6, 1203, 5%, 0.22, 1176, 7, -8, 1.4, -0.19, 0.89, -0.55, i
- Cc1sc2ncn(CC(=O)NCCCC(=O)N3CCN(Cc4ccc5c(c4)OCO5)CC3)c(=O)c2c1C
  3.7, 1.8, 6.7, i, 9, -2.2%, -0.7, 1087, -5%, -0.99, 1298, -5, 7, -1.5, -0.035, -0.3, 1.3, i
- CSc1ncc(CN2CCCC(C(=O)c3ccc(C(C)(C)C)cc3)C2)cn1 (stereo not drawn)
  1.3, 2.0, 7.4, i, 9, 2.1%, 0.8, 1466, -1%, -0.28, 1089, 46, 32, 0.27, -0.2, 0.0088, -0.15, i
- CCOC(=O)C(NS(=O)(=O)c1ccc(Br)cc1)C(C)C (stereo not drawn)
  4.8, 2.9, 5.9, i, -5, -0.6%, -0.5, 894, 9%, 0.67, 1009, 2, 3, -0.86, -0.21, -0.21, 0.018, i
- CC(C)(C)OC(=O)N[C@@H](Cc1ccccc1)c1nnc(S(=O)(=O)Cc2cccc(F)c2)o1
  5.0, 3.0, 7.6, i, 4, 0.2%, -0.9, 881, 18%, ., ., -22, 43, -0.99, -0.25, -1.1, 0.5, i

High-throughput results deposited in PubChem by several laboratories.
